Screens as filed in PubChem BioAssay.
Shn3 3UTR inh: Schnurri-3 reporter inhibition in Clone20 osteoblasts. Clone20 osteoblast Shn3 3'UTR firefly luciferase, 24 h. inhibition, % at 12.5 µM. 360,000 tested, 0.52% active;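 active means mean inhibition of at least 75% with every replicate also reaching 75%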;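 further: 0% = median of neutral control wells and 100% = pilot-screen positive control compound; some compounds past the cut are filed as inactive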
NR2E3 ag-1: activates human photoreceptor nuclear receptor NR2E3. Q9Y5X4. GST-NR2E3/biotin-RetCOR TR-FRET, 1536-well. inhibition of corepressor binding, % at 4.78 µM. 320,000 tested, 0.12% active. AID 2300;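 active means percent inhibition above the cutoff of mean plus 3 SD of all tested compounds, set per screening campaign, cut at about 20% in these data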;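 further: 0% = DMSO wells and 100% = biotin wells as full block of FRET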
Target sequence (Q9Y5X4 whole entry, looked up): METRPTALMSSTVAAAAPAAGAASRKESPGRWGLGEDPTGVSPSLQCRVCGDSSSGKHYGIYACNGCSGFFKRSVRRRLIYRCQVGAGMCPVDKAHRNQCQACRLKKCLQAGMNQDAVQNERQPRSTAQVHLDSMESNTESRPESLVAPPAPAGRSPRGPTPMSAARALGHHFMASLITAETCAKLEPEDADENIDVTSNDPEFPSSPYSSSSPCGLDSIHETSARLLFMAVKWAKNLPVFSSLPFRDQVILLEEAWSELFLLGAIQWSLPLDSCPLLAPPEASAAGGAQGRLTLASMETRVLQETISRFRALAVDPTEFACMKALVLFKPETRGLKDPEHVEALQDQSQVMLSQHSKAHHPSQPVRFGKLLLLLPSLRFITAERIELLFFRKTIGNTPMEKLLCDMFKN
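Format: 1536-well format; test system: GST-NR2E3 and biotin-RetCOR proteins; read-out basis: percent inhibition of TR-FRET ratio; timing: 5 h incubation at 4 °C; detection: time-resolved FRET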
KKLEB cytotox: counter-screen for CF NF-kB inhibitors: cytotoxicity. KKLEB CF airway cells viability, ATPlite luminescence, overnight; hits give low values; cells stimulated with P. aeruginosa culture filtrate. activity change (cytotoxicity), % at 5 µM. 360,000 tested, 0.36% active. AID 602141;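 active means corrected activity change at or below -50% at 5 µM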
MITF TRPM1 inh: MITF TRPM1 promoter inhibition in SK-MEL-5 cells | SK-MEL-5 TRPM1 promoter luciferase, 24 h | inhibition, % at 12.5 µM | 330,000 tested, 0.83% active | AID 488899;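 active means mean inhibition across replicates of 60% or more, whatever share of single replicates reaches that level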; further: values of inactives mirror those of a sister screen read the other way
TWEAK Fn14 block: inhibitors of TWEAK-Fn14 interaction signaling; TWEAK-stimulated Fn14 reporter cells, luciferase luminescence, 8 h; 360,000 tested, 2% active; inhibition, % at 10 µM; in the data active means inhibition above about 50%
Peg3 promoter: inhibitors of Peg3 promoter. HeLa PEG-Prom luciferase reporter, luminescence, overnight. AID 588405. 360,000 tested, 1.7% active. inhibition, % at 20 µM;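 active means inhibition of at least 50% at 20 µM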
CF NFkB inh: blocks PAF-induced NF-kB reporter in cystic fibrosis cells; KKLEB NF-kB-GFP reporter, GFP fluorescence overnight; inhibition, % at 5 µM; 360,000 tested, 0.86% active;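 active means at least 50% inhibition at 5 µM, scaled per plate between neutral and stimulator controls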;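 further: PAF is a Pseudomonas aeruginosa culture filtrate used as stimulus; plate controls were PAF-stimulated DMSO wells for no effect and unstimulated DMSO wells for full effect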
HIF-2a block: blocks HIF-2a reporter activity. 786-0 RCC cells HIF-2a reporter, luciferase luminescence, overnight. inhibition, % at 18.8 µM. 360,000 tested, 0.72% active;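 active means inhibition of the luminescence signal of 40% or more relative to plate controls, in a single-dose primary screen at 18.75 µM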
TROY NFkB inh: inhibitors of TROY-dependent NF-kB signaling; 360,000 tested, 0.98% active; inhibition, % at 10 µM; Q293 LMP1-TROYcd NF-kB luciferase reporter, 4 h; AID 1347056;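 active means compounds whose plate-normalised and pattern-corrected inhibition of the luciferase reporter signal at the single screening dose is 50% or more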
TRAIL sens C8: sensitizes caspase-8 expressing cells to TRAIL | inhibition (viability loss, TRAIL sensitization), % at 10 µM | 360,000 tested, 1% active | NB7+C8 cells + TRAIL, ATPlite viability luminescence;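 active means compounds causing at least 50% loss of cell viability in the single-dose screen, relative to plate controls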
NR2E3 ag-2: agonists of human NR2E3 nuclear receptor. CHO-S Gal4-NCOR/VP16-NR2E3 two-hybrid, luciferase. Q9Y5X4. 360,000 tested, 0.35% active. AID 602229. inhibition of corepressor binding, % at 3.98 µM;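 active means inhibition above the mean of all tested compounds plus 3 SD, cut at about 70% in these data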;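 further: 0% = DMSO with NR2E3 transfected cells and 100% = cells lacking NR2E3 construct; higher means lower luciferase signal from less NR2E3 corepressor binding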
Starred values were filed as active, the others as inactive; nt = not tested or not shown. Not all compounds are listed; the hit share may differ from the screen's.

SMILES	Shn3 3UTR inh	NR2E3 ag-1	KKLEB cytotox	MITF TRPM1 inh	TWEAK Fn14 block	Peg3 promoter	CF NFkB inh	HIF-2a block	TROY NFkB inh	TRAIL sens C8	NR2E3 ag-2
O=C1CCCN1CCCNC(=S)Nc1ccccc1	12	-2	3	nt	4	0	11	5	-2	3	-1
CC1(C)CC(=O)c2cnn(-c3nc4ccccc4[nH]3)c2C1	-2	-1	11	-5	10	8	2	10	-7	-18	11
Cc1cc(C)cc(NC(=S)N2CCC(C(=O)c3ccc(F)cc3)CC2)c1	2	nt	4	5	-24	13	-13	21	10	-6	2
Cc1cc2n(n1)C(c1ccccc1)Nc1ccccc1-2 (stereo not drawn)	3	1	8	-4	1	8	-8	5	-21	-6	-14
CCCc1cc(=O)[nH]c(SCC(=O)N2CCN(c3ccc(F)cc3)CC2)n1	-3	0	-9	6	11	24	0	4	-6	-3	-19
Cc1ccc(NC(=O)C2CCN(S(=O)(=O)c3c(C)noc3C)CC2)cc1C	6	-1	-5	5	5	5	7	-5	-4	8	1
CCOc1ccccc1NC(=O)C1CCC(=O)N1S(=O)(=O)c1ccc(C)cc1 (stereo not drawn)	-4	nt	0	2	0	2	-5	3	3	-1	26
O=C(O)CC(CC(=O)Nc1ccc(-c2ccccc2)cc1)c1ccccc1 (stereo not drawn)	6	1	9	-3	2	5	-11	1	-4	16	-8
O=C(Cc1cccs1)N/N=C/C=C\c1ccco1	-32	-2	-5	-4	-15	-102	4	-102	10	-2	-15
CCOC(=O)c1cc(C#N)c(N2CCCNCC2)nc1C(F)(F)F	14	-1	0	9	3	17	-4	8	-23	-7	9
O=C(O)c1ccc(CSc2nnc(-c3ccccc3Br)o2)cc1	12	1	0	-4	11	-11	5	-7	-9	8	-55
COc1cc(OC)cc(C(=O)N[C@H](C(=O)OCC(=O)Nc2ccc(F)c(F)c2F)C(C)C)c1	4	7	-1	1	-3	11	-3	8	5	-1	19
Cc1ccc(NS(=O)(=O)c2ccc3c(c2)CC(=O)N3)cc1C	0	1	21	nt	6	7	-19	4	2	12	7
CC(C)c1nc(N2CCOCC2)c(C#N)c2c1CCC2	13	1	2	-18	10	10	18	18	-5	-6	-10
Cc1cccc(NC(=O)CNC(=O)c2sc3ccccc3c2Cl)n1	-32	-7	-6	-19	-25	-101	5	-105	-34	13	2
COc1ccc(NC(=O)c2oc3ccc(S(=O)(=O)N4CCC5(CC4)OCCO5)cc3c2C)cc1	74	3	-19	43	53*	69*	-11	1	29	22	6
C=CCN1C(=O)CSc2ccc(C(=O)NCc3cccs3)cc21	-1	1	-4	-4	1	13	-22	17	3	-2	5
O=C(NCCCn1ccnc1)C(=O)NCC1OCCN1S(=O)(=O)c1ccc2c(c1)OCCO2 (stereo not drawn)	-3	0	19	0	17	21	-20	23	5	-6	-18
Cc1nn(C)c(C(=O)Nc2ccc(S(=O)(=O)NC34CC5CC(CC(C5)C3)C4)cc2)c1Br	64	3	-5	8	45	22	26	35	51*	5	31
Cc1cc(SCC(N)=O)nc(SCC(=O)c2ccccc2)n1	5	1	-16	8	-8	-7	20	-1	2	-5	-18
COc1ccc(NC(=S)Nc2ccc(N(C)C(C)=O)cc2)cc1	-15	0	12	-12	2	0	-14	-2	-8	0	-17
O=C(CCC(=O)N1CCN(c2ccc(F)cc2)CC1)N1CCN(c2ccc(F)cc2)CC1	22	2	3	28	14	12	3	17	20	-5	2
O=C(Nc1cccnc1)c1cc2cc(Br)ccc2o1	-71	5	-8	-94	-8	-202	-30	-246	-13	46	-34
CCN(C(=O)Nc1cccc2ccccc12)c1ccccc1	-15	nt	13	nt	12	-22	-34	6	37	6	21
O=C1CCN(Cc2ccc([N+](=O)[O-])cc2)CCN1[C@H](CO)c1ccccc1	-3	1	0	-1	-6	3	0	8	-3	-1	-8
COc1ccc2[nH]c(C(=O)O)c(CCN3C(=O)c4ccc(C(=O)O)cc4C3=O)c2c1	-5	2	1	3	-11	-26	-23	-42	-12	7	-43
C/C(CC1CC(C)(C)OC1=O)=N/Nc1nc(-c2ccccc2)cs1 (stereo not drawn)	-74	-3	-16	-60	-30	-108	16	-240	-27	-5	-23
CC(=O)Nc1ccc(S(=O)(=O)N2CCN=C2SCc2ccc(F)cc2)cc1	14	2	-4	1	3	12	11	22	7	0	19
CCOC(=O)[C@H]1[C@H]2COc3ccccc3[C@@H]2N2C(=O)[C@@H](CO)NC(=O)[C@@]12C	16	1	0	6	1	2	-51	0	-8	1	3
COC(=O)Nc1ccc(S(=O)(=O)N2CCC(C(=O)NCc3ccc4c(c3)OCO4)CC2)cc1	12	nt	0	15	-1	9	-11	16	0	-14	-15
CCCCC(CCC(=O)Nc1ccn(-c2ccccc2)n1)C(=O)O (stereo not drawn)	6	1	-1	-11	-11	14	-4	3	-18	-10	-11
Cc1nc2oc(C(=O)c3ccc(Br)cc3)c(N)c2c2c1COC(C)(C)C2	-2	3	-1	-8	19	-5	-14	-2	-29	-6	-53
CS(=O)(=O)N1CCCC(C(=O)NCCCN2CCc3ccccc3C2)C1 (stereo not drawn)	-18	1	1	0	20	4	-1	10	10	12	-25
COc1cc(CN2CCC(C(=O)NC(c3ccc(-c4ccccc4)cc3)c3cnccn3)CC2)cc(OC)c1 (stereo not drawn)	-3	nt	11	nt	-1	20	-38	-17	2	13	20
CN(C)CCNC(=O)C(=O)Nc1ccc2c(c1)N(S(=O)(=O)c1cccs1)CCC2	7	-1	11	21	9	19	-19	15	10	6	28
COc1ccc(N2C(=O)c3ccccc3NC2c2ccc(OC)c(Cn3nnc4ccccc43)c2)cc1 (stereo not drawn)	-27	-1	0	-54	16	-164	7	-101	-32	3	-80
CC(C)[C@@H](C(=O)N[C@@H](C(=O)O)c1ccccc1)N1C(=O)N2CCc3c([nH]c4ccccc34)[C@@]2(C)C1=O	-12	-1	-4	-1	3	0	6	11	-17	1	-4
O=C1CC(N2CCN(Cc3ccc4c(c3)OCO4)CC2)C(=O)N1c1cccc(Cl)c1 (stereo not drawn)	-4	1	6	3	-26	-1	-3	2	1	-3	-2
Cc1ccc(NC(=O)/C(=C\c2cccc([N+](=O)[O-])c2)NC(=O)c2cccs2)cc1	27	1	-10	-2	-1	15	8	9	-8	-5	14
O=[N+]([O-])c1cccc(C(=S)N2CCN(c3ccccc3F)CC2)c1	4	0	0	8	-12	3	7	-1	-15	11	-1

Part of the list above in order of length of the SMILES, rising.
SMILES	Shn3 3UTR inh	NR2E3 ag-1	KKLEB cytotox	MITF TRPM1 inh	TWEAK Fn14 block	Peg3 promoter	CF NFkB inh	HIF-2a block	TROY NFkB inh	TRAIL sens C8	NR2E3 ag-2
CCCCC(CCC(=O)Nc1ccn(-c2ccccc2)n1)C(=O)O (stereo not drawn)	6	1	-1	-11	-11	14	-4	3	-18	-10	-11
O=C1CC(N2CCN(Cc3ccc4c(c3)OCO4)CC2)C(=O)N1c1cccc(Cl)c1 (stereo not drawn)	-4	1	6	3	-26	-1	-3	2	1	-3	-2
CC(C)[C@@H](C(=O)N[C@@H](C(=O)O)c1ccccc1)N1C(=O)N2CCc3c([nH]c4ccccc34)[C@@]2(C)C1=O	-12	-1	-4	-1	3	0	6	11	-17	1	-4

Next results follow:
SMILES	Shn3 3UTR inh	NR2E3 ag-1	KKLEB cytotox	MITF TRPM1 inh	TWEAK Fn14 block	Peg3 promoter	CF NFkB inh	HIF-2a block	TROY NFkB inh	TRAIL sens C8	NR2E3 ag-2
Cc1ccccc1CSCCC(=O)NCCC1=CCCCC1	19	-2	4	-2	-22	4	8	5	-25	-8	-20
COc1ccc(NC(=O)NC[C@@H]2CC[C@@H](Cc3ccc(-c4ccccc4)cc3)O2)cc1	3	nt	7	-26	31	-63	-5	-74	20	-11	-23
O=C(N=c1ccn(-c2nc3ccccc3nc2NS(=O)(=O)c2ccccc2)cc1)c1ccccc1Cl	-5	-2	-15	-3	2	-8	5	-3	-7	-36	8
COCCCNC(=O)CC1C[C@H](C(=O)N2CCOCC2)[C@@]2(C)c3[nH]c4ccccc4c3CCN2C1=O (stereo partly drawn)	5	nt	7	9	14	0	-2	5	-1	-8	-1
Cc1ccc(NC(=O)COC(=O)CN2CSCC2=O)cc1C	-3	-1	0	4	-11	1	8	-3	7	-8	14
COc1ccc(N2CCN(C(=S)Nc3cccc(C)c3)CC2)cc1	13	2	13	-2	-4	1	-9	-4	14	-11	-6
COc1ccccc1NS(=O)(=O)c1cc(NC(=O)c2cnccn2)ccc1N1CCOCC1	-5	3	-1	5	-2	6	-9	19	13	-10	-10
O=C(Nc1ccc(C(=O)O)cc1)/C(=C\C=C\c1ccccc1)NC(=O)c1cccc(Br)c1	16	2	-6	3	0	4	7	20	2	0	-7
Cn1c(=O)c2c(ncn2CCCc2ccccc2)n(C)c1=O	9	1	6	7	-2	7	-5	2	10	5	-19
COc1cc2c3c(c1OC)C(=O)CC3CCCC2 (stereo not drawn)	-2	nt	-5	nt	-1	3	-29	-9	4	4	-5
CN(C)S(=O)(=O)c1ccc(S(=O)(=O)N(CC(=O)Nc2ccccc2)CC2CCCO2)cc1 (stereo not drawn)	0	1	1	-4	-14	20	12	17	-5	-8	-12
Cc1ccccc1N1CCN(C2CCCN(C(=O)c3cnsn3)C2)CC1 (stereo not drawn)	15	0	-9	12	0	-16	6	-18	-11	3	19
CCN(CC)c1ccc(NC(=O)COc2ccc(C#N)cc2)cc1S(=O)(=O)Nc1ccc(OC)cc1	19	5	3	12	25	12	-8	22	0	-2	-19
c1ccc(COc2ccc(OCCCN3CCCC3)cc2)cc1	-18	-2	-7	-3	51*	-118	12	-48	35	20	-91
Cc1cccc(NC(=O)c2ccc(NCCO)c([N+](=O)[O-])c2)n1	-54	-1	-1	-66	-35	-123	-2	-135	-54	15	-39
O=C(CCl)Nc1cn(-c2ccccc2)nc1-c1ccc(F)cc1	96*	1	-45	46	20	49	35	4	-63	18	21
Cc1oncc1C(=O)Nc1cccc2ccccc12	-30	nt	-15	11	11	-7	-2	2	-14	7	-29
CCOC(=O)c1sc(NC(=O)CCCCl)nc1C	-8	-1	13	-6	6	-10	5	-14	3	4	3
Cc1ccc(CN2CCN(CCC(C)C)C(CCO)C2)s1 (stereo not drawn)	-12	0	7	8	5	12	-1	19	-2	-1	-8
CCOc1ccccc1-n1c(COc2ccccc2)nnc1SCC(N)=O	16	0	-11	2	-3	0	-1	-2	20	-3	-26
CCOC1CCCc2oc(-c3ccc(N(C)C)cc3)c(C(=O)OC)c21 (stereo not drawn)	nt	nt	nt	nt	8	nt	nt	-65	5	18	-78
O=C(O)C(c1ccccc1)C1(O)CCCC1 (stereo not drawn)	-11	2	-2	6	-5	9	14	7	22	-12	-14
COc1ccccc1C1CC(=O)Nc2cc3c(cc21)OCCO3 (stereo not drawn)	58	2	-16	36	13	9	34	19	20	24	11
Cc1nn(C)cc1S(=O)(=O)Nc1ccccc1Br	-5	2	-9	-8	4	10	12	10	-14	-8	-14
